# mcGAS MS inh: inhibitors of Mus musculus cyclic GMP-AMP synthase, initial high-throughput assay, cell-free, RapidFire MS | Q8C6L5 | recombinant mouse cGAS, cGAMP by RapidFire MS | inhibition, % at 12.5 µM | 130,000 tested, 0.18% active | AID 1259397, 2018;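 active = inhibition of cGAS enzyme activity at or above 60%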;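 note: enzyme stimulated by 45 bp dsDNA with ATP and GTP substrates; cGAMP share of summed cGAMP plus half ATP and half GTP signals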
# Target sequence (Q8C6L5 whole entry, looked up): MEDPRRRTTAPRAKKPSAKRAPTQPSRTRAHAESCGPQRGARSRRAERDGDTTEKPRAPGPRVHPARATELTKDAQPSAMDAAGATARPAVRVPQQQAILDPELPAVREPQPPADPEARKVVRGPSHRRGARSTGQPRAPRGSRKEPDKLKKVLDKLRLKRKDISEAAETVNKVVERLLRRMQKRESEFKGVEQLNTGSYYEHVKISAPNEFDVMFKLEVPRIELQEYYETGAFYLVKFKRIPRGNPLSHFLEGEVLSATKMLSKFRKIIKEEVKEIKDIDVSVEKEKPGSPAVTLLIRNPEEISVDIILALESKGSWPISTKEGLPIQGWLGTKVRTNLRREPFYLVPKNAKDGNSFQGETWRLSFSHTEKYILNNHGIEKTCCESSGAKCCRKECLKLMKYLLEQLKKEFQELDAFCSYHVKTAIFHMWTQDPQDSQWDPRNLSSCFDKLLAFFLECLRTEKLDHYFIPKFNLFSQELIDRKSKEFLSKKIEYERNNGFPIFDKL
# * = called active by the depositor; & = joins results of further samples. These rows are one share of the data. The share of hits here may be higher or lower than overall.
# The first two entries as a preview:
entry	SMILES	mcGAS MS inh
1	O=C(NC1CCSc2ccccc21)C1=COCCO1 (centres undefined)	-4
2	CCOC(=O)c1[nH]c(C)c(C(=O)OCC(=O)N(C)C)c1C	-13

# All compounds of this part, previewed entries included:
entry	SMILES	mcGAS MS inh
1	O=C(NC1CCSc2ccccc21)C1=COCCO1 (centres undefined)	-4
2	CCOC(=O)c1[nH]c(C)c(C(=O)OCC(=O)N(C)C)c1C	-13
3	N#Cc1ccc(CN2CCC3(CC2)CC3c2nc(-c3cccnc3)no2)cc1 (centres undefined)	-2
4	CCn1ccnc1CN(C)CC(=O)Nc1ccc(Cl)cc1F	-7
5	COc1ccccc1N1CCN(C(=O)c2csc(-c3cc4ccccc4n3C)n2)CC1	-3
6	CN(CCOc1ccccc1)Cc1ccc(O)c(O)c1	17
7	Cc1cc(NC(=O)COC(=O)Cn2c(C)csc2=O)no1	7
8	O=C(c1cn(C2CCCCCC2)nn1)N1CCc2c(Cl)cccc2C1	-13
9	Cc1cn2c3c(=O)n(CCN4CCCCC4)c(=O)n(C)c3nc2n1C(C)C	-6
10	CN(C)Cc1cccc(NC(=O)C2(c3ccc(F)cc3)CCC2)c1	-8
11	CCc1ncc(C(=O)NCc2cccc(N3CCCCC3=O)c2)s1	5
12	CCOC(=O)C1(C)CCCCN1C(=O)c1cccc(F)c1 (centres undefined)	1
13	CCc1nc(C#N)c(N2CCOCC2)o1	-1
14	CC(=O)N1CCC(N(C)Cc2nncn2C(C)C)CC1	-5
15	CCCn1cc(NC(=S)NC2CC3CCC2C3)ccc1=O (centres undefined)	-6
16	CCOc1ccc(C(=O)Nn2cnc3c(cnn3C(C)(C)C)c2=O)cc1	-9
17	Cc1nc(Nc2ccc(O)cc2)c2cc(-c3ccccc3)sc2n1	-4
18	CCOC(=O)c1nnn(Cc2ccccc2Cl)c1NC(=O)Nc1ccc(C)cc1	-10
19	Cn1ccnc1C(NC(=O)CC1CCCC1)c1ccc(Cl)cc1 (centres undefined)	-5
20	Cc1nc2cc(OCc3cc(C(=O)N4CCN(C)C(c5ccccc5)C4)no3)ccc2s1 (centres undefined)	-6

# Reprinted at random: four compounds from above, in no set order.
entry	SMILES	mcGAS MS inh
19	Cn1ccnc1C(NC(=O)CC1CCCC1)c1ccc(Cl)cc1 (centres undefined)	-5
14	CC(=O)N1CCC(N(C)Cc2nncn2C(C)C)CC1	-5
8	O=C(c1cn(C2CCCCCC2)nn1)N1CCc2c(Cl)cccc2C1	-13
6	CN(CCOc1ccccc1)Cc1ccc(O)c(O)c1	17

# (cont.)
entry	SMILES	mcGAS MS inh
21	CCOc1ccc(C(=O)Oc2cc(N)n(S(C)(=O)=O)n2)cc1	1
22	Cc1cc(C)n(-c2ccc(Cc3nc4ccsc4c(=O)[nH]3)cc2)n1	-1
23	Cc1cc(C)c(NC(=O)CN(C)Cc2ccno2)c(C)c1	-8
24	NC(=O)CCCn1cc(N)cn1	-7
25	Cc1nnc(SCC(=O)Nc2sccc2C(N)=O)[nH]c1=O	14
26	CC(C)c1nsc(N2CC3CCCC3C2)n1 (centres undefined)	-7
27	CN(C)CCNC(=O)CC1(C)N=C(c2ccc(-c3ccccc3)cc2)N(C)O1 (centres undefined)	-13
28	Nc1nc(NCc2ccccc2)nc(-c2cccc(F)c2F)n1	-1
29	COc1ccccc1OCC1CN(C(=O)C(Cc2ccccc2F)NC(C)=O)CCO1 (centres undefined)	-3
30	CCOc1ccc(S(=O)(=O)N2CCN(C(=O)c3ccc4c(c3)OCCO4)CC2)cc1OCC	-5
31	Cc1ccc(-n2nnnc2N(C)CC2CC2)cc1	-3
32	CCCCc1ncc(-c2nccn2CCc2ccccn2)[nH]1	-14
33	O=C(Nn1ccc2c(nnc3c(-c4ccccc4)cnn32)c1=O)c1ccncc1	-9
34	CC(=O)Nc1ccc(CN2CCC2(C)C(=O)Nc2ccc(Cl)c(Cl)c2)cc1 (centres undefined)	-7
35	CCn1nnc2c(=O)n(Cc3cccc4ccccc34)cnc21	-5
36	Cc1cc(CN2CCCC2)ccc1Oc1ccc(C(=O)N2CCCCC2)cn1	-22
37	CCNc1ccnc(N2CCC3(CCCN(C)C3=O)C2)n1 (centres undefined)	-15
38	CCc1nc(NC(=O)NCCc2ccccn2)nn1C	-29
39	COc1cccc(OCC(=O)NCCN2CCn3cc(OC)c(=O)cc3C2=O)c1	-7
40	CCCCN(C)C(=O)c1cc(-c2ccc(C)s2)[nH]n1	-3

# The listing continues.
entry	SMILES	mcGAS MS inh
41	Cc1ccc(Cl)c2sc(N3CCN(C(=O)C4CCCN4S(C)(=O)=O)CC3)nc12 (centres undefined)	17
42	O=S(=O)(c1ccc2c(c1)CCCC2)N1CCCC1c1cccnc1 (centres undefined)	-1
43	CC(C)CC(=O)NNC(=O)c1cnn(-c2ccccc2)c1C(C)C	-7
44	N#Cc1c(Cl)nsc1NC1CC(=O)N(Cc2ccccc2)C1 (centres undefined)	-3
45	COc1ccccc1CNC(=O)N1CCC2(CC1)OCCO2	-4
46	CC1=CC[C@@H]2CN(Cc3ccccc3OCC(=O)N(C)C)C[C@@H]2C1	-11
47	CNC(=S)NNc1ccccc1[N+](=O)[O-]	-4
48	CN(C(=O)c1ccc(Br)o1)C1CCS(=O)(=O)C1 (centres undefined)	-32
49	Cc1cnc(CN(C)C(=O)c2cc(COc3ccccc3F)[nH]n2)[nH]1	-10
50	CCOC(=O)N1CCN(S(=O)(=O)c2cccs2)CC1	-4
51	Cc1ccc(C2NCCCn3cccc32)cc1C (centres undefined)	-7
52	Cc1cc(Cl)ccc1C(=O)C1CCCN(C(=O)c2ccsc2)C1 (centres undefined)	-3
53	COc1ccc(CN2CCN(CC#Cc3ccccc3)CC2CCO)c(C)c1C (centres undefined)	0
54	CCOC(=O)N1CCN(c2nc(Nc3ccc(Cl)cc3)c3nccnc3n2)CC1	3
55	COc1cccc(C(=O)N2CCn3cncc3C2)c1C	-14
56	CCn1c(SCC(=O)NCC2CCCO2)nnc1-c1ccncc1 (centres undefined)	-5
57	CC(CCc1ccccc1)NC(=O)c1cc(Cl)ccn1 (centres undefined)	-1
58	CC(C)(Cc1ccc(F)cc1)NC(=O)CC1C(=O)NCCN1Cc1ccoc1 (centres undefined)	3
59	Cc1csc(=O)n1CCC(=O)Nc1ccc(-c2ccccc2)cn1	2
60	O=c1[nH]c(COc2cc(F)ccc2F)nc2ccccc12	14

# (cont.)
entry	SMILES	mcGAS MS inh
61	COC(=O)C1=C(C)NC(=S)NC1c1cccc(C)c1 (centres undefined)	-3
62	CC(CC(=O)N1CCN(c2ccc(NC(=O)NCc3ccccc3)cc2)CC1)CC(C)(C)C (centres undefined)	-2
63	CCn1ccc(C(=O)N=c2sc3cc(Cl)ccc3n2CCOC)n1	8
64	COCCNC(=O)C1CCCN(C2CCN(C(=O)c3cccs3)CC2)C1 (centres undefined)	-8
65	CCc1[nH]c2ccc(CNC(=O)CCC(F)(F)F)cc2c1C	-3
66	COc1oc(-c2ccc(Cl)cc2)nc1C(F)(F)F	-10
67	Cc1ccc(Oc2ccccc2NC(=O)CN2CCNC(=O)CC2)cc1	1
68	CN(C)c1ccc(-c2nn3c(C4CCCCC4)nnc3s2)cc1	-14
69	COc1ccc(N(C2C=CS(=O)(=O)C2)S(=O)(=O)c2ccc(Cl)cc2)cc1 (centres undefined)	-9
70	CC(=O)c1ccc(NC(=O)CSc2nnc3ccccn23)cc1	-4
71	Cc1nc2ccccc2c(=O)n1-c1ccc(Cl)c(NC(=O)c2ccc([N+](=O)[O-])cc2)c1	-3
72	CC(NC(=O)CN1CCC(O)(C#N)CC1)c1ccccc1 (centres undefined)	-3
73	Cc1nc(-c2ccccc2F)sc1C(C)NC(=O)Cn1cncn1 (centres undefined)	0
74	Cc1cc(F)cc(-c2c(-c3ccccc3)ncn2CCCC(=O)N(C)C)c1	-16
75	Nc1cc2c(cc1Cl)OCO2	-1
76	CC(C)c1cc(C(=O)Nc2nn(C(C)C)cc2C#N)n(C)n1	-10
77	O=C(C1CCCC1)N1CCN(Cc2cc3c(cc2O)OCO3)CC1	-14
78	Cc1nsc(NC(=O)N2CCCC(COc3ccccc3C)C2)n1 (centres undefined)	-22
79	Cc1ccc(C(=O)OCC(=O)N2CCC(Cc3ccccc3)CC2)s1	1
80	O=c1cc(CSCc2ccc([N+](=O)[O-])cc2)[nH]c(=O)[nH]1	2

# (further entries)
entry	SMILES	mcGAS MS inh
81	COc1cc(NC(=O)CSCc2cc(C)on2)c(OC)cc1Cl	-1
82	O=C(c1csc(=Nc2ccccc2)n1Cc1cccs1)N1CCC(NC(=O)C(F)(F)F)CC1	0
83	Cc1nn(Cc2ccccc2)c(=O)c2c1cnn2-c1ccc(F)cc1	-8
84	FC(F)n1ccnc1CSc1nc2ccccc2[nH]1	-3
85	CN=c1scc(C)n1/N=C\c1cc(Br)c(O)c(Br)c1	5
86	CCn1nnc2c(NCC(C)C)ncnc21	-11
87	CSCC(=O)Nc1ncn(Cc2ccc(Br)cc2)n1	0&1
88	Cc1cccc(C(C)(C)CNC(=O)NC2CCN(C(=O)C(C)(C)C)CC2)c1	6
89	NCCSc1ncc(C(F)(F)F)cc1Cl	2
90	O=C(Nc1cccc(CN2CCSCC2)c1)N1CCCCCC1	-7
91	CC1Sc2ccc(C(=O)NCC3COc4ccccc4O3)cc2NC1=O (centres undefined)	1
92	O=C(c1cncn1-c1ccccc1)N1CCN(S(=O)(=O)c2c(Cl)cccc2Cl)CC1	-6
93	CC(=O)c1ccc(S(=O)(=O)N2CCN(C(=O)CC(C)C)CC2)cc1	0
94	CCc1ccc(NC(=O)C(C)n2cc(C(F)(F)F)ccc2=O)cc1 (centres undefined)	-4
95	O=C(Nc1cccc(-c2ccco2)c1)C1CCN(C(=O)C2CCCO2)CC1 (centres undefined)	-3
96	O=C(COc1ccc(Cl)cc1Cl)N[C@H]1C[C@H]2C(=O)NCC(=O)N2C1	-9
97	COc1cccc(C(C)N(C)C(=O)c2coc(COc3cccc(F)c3F)n2)c1 (centres undefined)	-4
98	O=C(O)c1ccccc1C1CCN(C(=O)c2ccccc2-c2ncn[nH]2)C1 (centres undefined)	-3
99	COc1ccc(C)c2sc(N(CCN3CCOCC3)C(=O)c3cc(C)no3)nc12	-3
100	COCCCN1C(=O)C(Cc2ccccc2)NC12CCN(C(=S)Nc1cccc(C)c1)CC2 (centres undefined)	-9

# Brought forward from above: 5 compounds; new compounds follow.
entry	SMILES	mcGAS MS inh
96	O=C(COc1ccc(Cl)cc1Cl)N[C@H]1C[C@H]2C(=O)NCC(=O)N2C1	-9
97	COc1cccc(C(C)N(C)C(=O)c2coc(COc3cccc(F)c3F)n2)c1 (centres undefined)	-4
98	O=C(O)c1ccccc1C1CCN(C(=O)c2ccccc2-c2ncn[nH]2)C1 (centres undefined)	-3
99	COc1ccc(C)c2sc(N(CCN3CCOCC3)C(=O)c3cc(C)no3)nc12	-3
100	COCCCN1C(=O)C(Cc2ccccc2)NC12CCN(C(=S)Nc1cccc(C)c1)CC2 (centres undefined)	-9
101	Cc1nc(SCCNc2nncc(-c3cccc4ccccc34)n2)n[nH]1	-8
102	c1ccc(C2CCCN2Cc2cnc(-c3cccs3)nc2)nc1 (centres undefined)	-7
103	Nc1nccc(N2CC[C@@H](N3CCOCC3)[C@H](O)C2)n1	7
104	Cc1ccc(C2(O)CCN(Cc3noc(C4CCCO4)n3)CC2)nc1 (centres undefined)	-24
105	O=S(=O)(NCc1ccco1)c1cc(Cl)cc(Cl)c1O	-3
106	Cc1cc(C)n(CC2CCCN2C(=O)c2cc(CC(C)C)[nH]n2)n1 (centres undefined)	0
107	CC1(C)OCC(C2OC(Nc3ccc(C(=O)NCCC(=O)NCc4ccccn4)cc3)[C@H]3OC(C)(C)O[C@@H]23)O1 (some centres undefined)	16
108	COc1ccc(-c2cc(CO)no2)cc1OC	-2
109	O=C(c1cnc2ccccn2c1=O)N1CCCC(Cn2cc(C3CC3)nn2)C1 (centres undefined)	-15
110	Nc1nc(Cl)cc(NCc2ccc(S(=O)(=O)N3CCCC3)s2)n1	-34
111	Cc1ccc(-c2nc(N(C)CCO)ncc2-c2ccc3c(c2)OCCO3)cc1	-19
112	COc1cc(-c2c(NC(=O)c3ccc(C)cc3)oc3ccccc3c2=O)cc(OC)c1OC	1
113	Cc1nnc(CNC(=O)c2ccccc2OC2CCCCC2)n1C	-20
114	COCc1cc(CN2CCCC(CCC(=O)NC3CC3)C2)ccc1OC (centres undefined)	-9
115	CCCc1noc(C(C)Sc2n[nH]c(C)n2)n1 (centres undefined)	-6
116	Cc1nc(CNCC23CC4CC(CC(C4)C2)C3)cs1	-1
117	CN(C)c1cc(N2CCN(Cc3cccnc3)CC2)nc(N(C)C)c1C#N	-6
118	Cc1ccc(C(=O)NCCc2ccccc2F)s1	-2
119	Clc1ccc(-n2nnnc2SCc2cc(Cl)c3c(c2)OCCO3)cc1	-3
120	CCOC(=O)Cn1c(=O)c2c(nc3n2CCN3c2cccc(C)c2C)n(C)c1=O	-8

# Remaining list, next part
entry	SMILES	mcGAS MS inh
121	O=C(OCC(=O)N1CCNC1=O)c1cccnc1Oc1ccccc1	-1
122	O=C(O)c1cc(-c2ccccc2Cl)nc2cc(-c3ccccc3)nn12	-1
123	CC(c1nc(-c2cccc(C(F)(F)F)c2)no1)N1CCNCC1 (centres undefined)	-3
124	Cc1ccc(-n2ncc3c(=O)n(NC(=O)c4ccc([N+](=O)[O-])cc4)cnc32)cc1	-4
125	COC(=O)C(CC(C)C)N1C(=O)c2ccc3c4c(ccc(c24)C1=O)CC3 (centres undefined)	-9
126	CN(C)CCCn1ccc2c(cnc3nc(-c4ccccc4Cl)nn32)c1=O	-7
127	CCC1CCCCN1C(=O)C(C)N1CCN(S(=O)(=O)c2cccs2)CC1 (centres undefined)	4
128	Clc1ccc(C2Nc3ccccc3-c3nc(C4CC4)nn32)cc1 (centres undefined)	-18
129	CC(C)N(Cc1cnn(C)c1)C(=O)c1ccc(-n2cccc2)cc1	-44
130	O=C(Nc1cnc2n1CCCC2)c1ccc(CSc2ncccn2)o1	-14
131	C=C(C)Cn1c(=O)c2c(nc3n2CC(C)=NN3CCOCC)n(C)c1=O	-8

# Assay outcomes (PubChem BioAssay)
